# Compound activity (PubChem)
# CCT chaperon mod – cytosolic chaperonin activity modulation; AID 651819; purified chaperonin ATPase assay, HTRF ADP detection, 30 min; hit rate 0.3% among 360,000; activity change, % (no concentration beside the values), hits read low; in the data active = activity change below about -30%; also: % is scaled to controls: 0 for no effect and ±100 for the full control effect
#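 Nucleotide hydrolysis assay: TRiC at 20–40 nM final (set by batch activity) with 10 uM ATP, 30 min at 37 °C, in presence of 76 uM compound. Detection by competitive ADP HTRF, 30 min ambient.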
# pAkt inh – blocks phosphorylation of Akt; activity change, % for hits at 50 µM; hit rate 0.32% among 360,000; Neuro2A IGF-stimulated pAkt S473 HTRF, 20 min; active compounds read low; AID 651550; in the data active = activity change below about -80%; inconclusive = mostly about -51% to -80%; also: % is scaled to controls: 0 for no effect and ±100 for the full control effect
#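 Single-point screen (50 µM final compound) in Neuro2A cells stimulated 20 min with 6 nM IGF at 37 deg C. After lysis, Ser473-phosphorylated Akt read by HTRF (ex 330 nm, em 615/665 nm) as the 665/615 ratio.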
# EPAC2 ag – EPAC2 (human) agonism; hit rate 0.079% among 360,000; Potency, µM (titrated, usually from 154 µM), for inactives: top-dose activation, most hits filed as activators; AID 720711; Q8WZA2; EPAC2 activation, biochemical qHTS; response scale: 100% = 6.5 mM cAMP response; also: potency is read from the fitted curve at half-maximal effect; nearly all actives have a fitted effect of over 50% in size
#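 EPAC2 (100 nM) mixed with Rap1B loaded with BODIPY-GDP (250 nM) plus 50 uM unlabeled GDP; compounds pinned in, 5 min RT, then read every 5 min for 30 min (ex 480, em 540 nm). Normalized to cAMP control.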
# PTHR1 ag – activates the human parathyroid hormone receptor PTHR1; hit rate 0.075% among 410,000; Potency, µM (titrated, usually from 115 µM), without a hit: top-dose activation, actives largely listed as activators; Q03431; AID 743266; HEK293 GP2 PTHR1 cells, GloSensor cAMP luminescence, 1 h; also: potency is read from the fitted curve at half-maximal effect; nearly all actives have a fitted effect of over 55% in size; some results filed as inactive show a strong effect at the top dose; inactives centre near -15; many of its hits are not listed in these tables
#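 HEK-293-derived GP2 cells expressing PTHR1 and a GloSensor cAMP reporter, 3,000/well, plated overnight, given luciferin plus IBMX (each 0.5 mM as added) for 1 h at 37 °C, then compound for 1 h at 37 °C. Luminescence was read after 15 min at room temperature.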
# D3 ag – agonists of human D3 dopamine receptor; D3R DiscoveRx beta-arrestin cells, luminescence, 90 min; hit rate 0.58% among 410,000; max activation, %; in the data active = max activation above about 30%; also: 0% is about no effect; mostly tested at two doses, the higher about 12 µM
#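 Agonist mode: compounds and dopamine controls were applied to plated cells for 90 min at 37 degrees C after an overnight attachment at 1500 cells/well. Luminescent read-out followed 30 - 60 minutes at room temperature with DiscoveRx detection reagent.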
# EPAC2 antagonist – EPAC2 (human) antagonism. Q8WZA2. EPAC2 GEF exchange of Rap1B-BODIPY-GDP, fluorescence. Potency, µM (doses to about 114 µM), for inactives: top-dose activity, negative = inhibition, hits mostly inhibitors. hit rate 0.18% among 360,000. AID 720708; also: potency is read from the fitted curve at half-maximal effect; % is scaled to controls: 0 for no effect and ±100 for the full control effect; nearly all actives have a fitted effect of over 45% in size; many of its hits are not listed in these tables
# MmCpn inh – M. maripaludis TRiC chaperonin inhibition. purified Mm-Cpn ATPase, ADP Transcreener TR-FRET. AID 504842. Potency, µM (series often up to 76.9 µM), for inactives: top-dose activity, negative = inhibition, actives largely listed as inhibitors. hit rate 0.031% among 330,000; also: potency is read from the fitted curve at half-maximal effect; % is scaled to controls: 0 for no effect and ±100 for the full control effect; nearly all actives have a fitted effect of over 80% in size
#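 Purified archaeal Mm-CPN (25nM final) preincubated 10 min at 37degC with compound, then 10uM ATP for 30 min at 37degC; ADP measured by HTRF Transcreener TR-FRET; buffer 30 mM TRIS pH 7.4, 100mM KCl, 5mM MgCl2, 1mM DTT.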
# D3 antag – D3 dopamine receptor (human) antagonism; P35462; D3R cells, DiscoveRx beta-arrestin luminescence, antagonist mode; active compounds read low; max response, negative = inhibition, %; hit rate 2.5% among 360,000; AID 652054; in the data active = max response below about -50%; inconclusive = no clear call, values can overlap the other calls; also: % is scaled to controls: 0 for no effect and ±100 for the full control effect; mostly tested at two doses, the higher about 12 µM
#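 Cells expressing the human receptor were seeded at 1500 cells/well, incubated overnight at 37 degrees C in 5% CO2, then exposed to library compounds with dopamine controls for 90 minutes at 37 degrees C before luminescent detection.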
# * marks the source's active call; other numbers are inactive results; i = inactive; ? = inconclusive; . = not tested or not shown; [ ] = dose if it differs, or a comment. Unless noted, calls follow the shape of the dose curve; as a rule, active = well fitted curve in the direction sought with a large enough effect; inconclusive = small, poorly fitted or top-dose-only effect, or another doubt; inactive = no such curve, though single readings can be large; an effect the other way counts as inactive or inconclusive. Not all compounds are listed; rates above refer to the full screens.
SMILES,CCT chaperon mod,pAkt inh,EPAC2 ag,PTHR1 ag,D3 ag,EPAC2 antagonist,MmCpn inh,D3 antag
O=C(NCCCN1CCOCC1)c1ccc2c(=O)n(Cc3ccccc3)c(=S)[nH]c2c1,0.1,i,3%,i,-14,-12%,0%,-6
CCc1cccc(NC(=O)Cn2c(=O)c3cccn3c3ccccc32)c1,1.5,.,2%,i,2,14%,-8%,0
O=C(O)c1cccc(COc2ccccc2Cl)c1,-0.3,i,0%,-3%[57.5 µM],-6,6%,1%,11
Cn1ncc2c(Nc3ccc(Cl)cc3)ncnc21,0.0,i,6%,i,3,5%,1%,10
COc1ccccc1NS(=O)(=O)c1cccc(-n2c(O)c(C=Nc3ccccc3C(=O)O)c3ccccc3c2=O)c1,-4.0,i,2%,i,62*,?,5%,98
COc1ccc(Cl)cc1NC(=O)C1COc2ccccc2O1 (centres undefined),-2.9,i,17%,-1%,4,-28%,1%,?
CC1(C)Nc2ccccc2C(=O)N1NC(=O)c1ccccc1,-6.3,i,4%,-4%,-4,6%,-1%,-2
COc1ccccc1C(C)NC(=O)Cc1ccc(S(=O)(=O)N2CCOCC2)s1 (centres undefined),0.8,i,-2%,i,-1,0%,-1%,10
COc1ccccc1NCCC(=O)OCC(=O)NC1CC1,0.8,i,0%,-15%,-1,-3%,2%,17
CCn1c(NC(=O)Nc2ccccc2OC)nc2ccccc21,-4.9,.,-84%[15.6 µM],-3%[57.5 µM],0,11%,0%,0
CC(C)(C)OC(=O)NCCCCCNC(=O)c1[nH]cnc1C(=O)N[C@@H](Cc1ccccc1)C(=O)OCc1ccccc1,-0.1,i,1%,-16%,6,?,.,5
Fc1ccc(-c2csc(Nc3ccccn3)n2)c(F)c1,-1.2,i,5%,-32%[inhibitor],3,-3%,-10%,7
O=C(OCC(=O)N1CCCCCC1)c1ccc[nH]c1=O,0.2,i,2%,-25%,-16,9%,2%,2
CCCCNC(=O)CCCN1C(=O)c2cccnc2Sc2ccccc21,0.3,i,-6%,i,-2,-10%,2%,11
COP(=O)(OC)C(NC(=O)Nc1ccccc1)c1ccccc1 (centres undefined),-0.3,i,1%,i,0,-2%,1%,-3
CCOC(=O)c1sc(=S)n(CC)c1N,-4.0,i,1%,i,3,3%,-1%,-4
O=C(NC1CC(=O)N(c2cccc(F)c2)C1)N1CCN(C(=O)c2ccco2)CC1 (centres undefined),-2.4,i,3%,-26%,3,12%,-4%,-10
O=C(c1sc2ccccc2c1Cl)N(Cc1cccs1)C1CCS(=O)(=O)C1 (centres undefined),0.0,i,14%,-16%,-4,-8%,-3%,?
C=Cc1ccc(CC2(C)C(=O)Nc3c(Cl)cccc32)cc1 (centres undefined),0.6,i,13%,1%,-4,-21%,.,-67*
Cc1ccc(C)c(OCCC(=O)OCC(=O)NC2CCCC2)c1,-1.5,i,-11%,i,-14,-4%,3%,-8
COC(=O)CCC(=O)OC1(C)C(=O)C=C2C=C(C3CC3)N(CCc3ccccn3)C=C2C1=O (centres undefined),0.1,i,2%,-13%,0,-5%,-1%,0
CC1(C)C2CC=C(/C=N/NC(=O)C(N)=O)C1C2 (centres undefined),-3.1,i,11%,i,-2,-4%,1%,-10
O=C(CSc1ncnc2c1oc1ccccc12)NCC1CCCO1 (centres undefined),0.6,i,8%,i,-4,10%,.,7
COc1ccc(N2C(=O)c3ccccc3NC2c2ccc(OC)c(Cn3nnc4ccccc43)c2)cc1 (centres undefined),0.0,i,1%,i,6,-9%,-4%,39
O=c1ccc(Br)c[nH]1,-1.8,i,-1%,i,-5,13%,-2%,0
N#Cc1c(C(F)(F)F)cc(-c2ccccc2)[nH]c1=O,-0.1,i,4%,i,2,6%,1%,18
Cc1cc(NC(=O)CCN2C(=O)c3ccccc3C2=O)no1,1.0,i,3%,-7%[57.5 µM],2,16%,-11%,-6
CCn1ccnc1CN(C)C(=O)c1cc(COc2ccccc2SC)on1,2.2,i,3%,-1%,1,4%,-5%,14
CCN1C[C@@H]2[C@@H]3C(=O)N(Cc4ccccc4)C(=O)[C@@H]3[C@](Cc3ccccc3)(C(=O)OC)N2C1=NC1CCCCC1,0.7,i,15%,-5%,-37,-5%,-3%,4
CCN(C(=O)CN1CCCCC1C)c1c(N)n(Cc2ccccc2)c(=O)[nH]c1=O (centres undefined),-1.4,i,4%,i,-7,5%,1%,1
N#CC1(NC(=O)Cn2cc(C(F)(F)F)cc(Cl)c2=O)CCCCC1,1.9,i,7%,29%,-16,2%,1%,3
O=c1cc(-c2ccccc2Cl)oc2ccc([N+](=O)[O-])c(O)c12,-1.4,i,3%,2%,-19,-13%,-1%,-20
c1cncc(Nc2c3ccccc3nc3ccccc23)c1,0.0,i,8%,i,3,-7%,-1%,-8
CC(=O)Nc1nnc(SCC(=O)NCc2ccc3c(c2)OCO3)s1,0.6,i,8%,9%,-2,4%,2%,8
O=C1NC[C@H](c2ccccc2)OC(=O)[C@@H](Cc2ccc(F)cc2)CC/C=C/C[C@H]1CC(=O)N(CCO)Cc1ccccc1,-1.0,i,11%,-24%,-6,-23%,0%,19
Cc1cccc(NS(=O)(=O)c2ccc(C)c(C(=O)NCc3ccccn3)c2)c1,0.2,i,0%,-23%,-15,-10%,0%,7
CCN(CC)C(=O)C(=O)N/N=C/c1ccc(Br)cc1,1.5,i,4%,i,0,4%,0%,10
CCCCCn1nc(C)c2c(C)cc(=O)[nH]c21,-2.0,i,13%,i,-1,-17%,0%,14
CC1CCCCC1NC(=O)CSc1nnc(C(F)(F)F)n1C (centres undefined),0.2,i,14%,i,1,12%,.,-4
COCCn1c(SCC(=O)N2CCCC2=O)nnc1-c1ccncc1,1.0,i,0%,i,8,-9%,.,18
Cc1cc(C)n(-c2nnc(SCC(=O)NC3CCCC3)c3ccccc23)n1,-1.3,i,0%,-10%[57.5 µM],2,3%,-2%,28
COc1ccccc1NS(=O)(=O)c1cccc(C(=O)N(C)Cc2cccs2)c1,-2.1,i,-4%,-8%,-3,13%,-3%,-13
COc1ccc(OCc2cc(C(=O)N3CCCCCCC3)no2)c(Cl)c1,-1.2,i,1%,-4%,1,-9%,1%,-7
C=C1CCN([C@@H](CC(C)C)C(=O)NCCC(C)C)S(=O)(=O)c2ccccc21,-0.7,i,13%,-17%,-24,-7%,.,-50*
CCOC(=O)N1CCN(C2CC(=O)N(c3ccc(C)cc3)C2=O)CC1 (centres undefined),0.0,i,6%,-22%,-11,-1%,0%,-63*
C=CCN1CCN(C(c2ccc(OC)c(OC)c2)c2nnnn2C(C)(C)C)CC1 (centres undefined),-0.4,i,4%,i,2,1%,-1%,27
O=C(/C=C/c1cccs1)c1ccc([N+](=O)[O-])cc1,-2.3,i,7%,-25%,3,3%,-3%,2
C=CCC(C(=O)OC)(C(=O)OC)c1ccccc1[N+](=O)[O-],0.3,i,7%,i,5,3%,0%,-2
O=C(CSc1nc2ccccc2c(=O)n1-c1ccccc1)NC(=O)CN1CCCC1=O,-0.8,i,3%,i,6,3%,2%,20
CS(=O)(=O)c1ccc2nc(NC(=O)Nc3ccc(Cl)cc3)sc2c1,-1.3,i,-1%,-33%[inhibitor],16,14%,1%,6
CCOc1ccc2oc(C(=O)N(C)CCc3ccc(OC)c(OC)c3)c(C)c2c1,0.3,i,0%,i,-5,-12%,-1%,-22
O=C(Cc1ccccc1)N/N=C/c1ccc(S(=O)(=O)O)o1,-3.7,i,5%,i,-1,8%,-1%,-7
COc1ccc(NC(=O)COC(=O)C(CC(C)C)N2C(=O)C3CC=CCC3C2=O)cc1Cl (centres undefined),-1.8,i,11%,i,-3,-2%,0%,4
Cc1ccc2nc(-c3ccccn3)cc(C(=O)Nc3ccc(S(=O)(=O)N4CCOCC4)cc3)c2c1,0.7,i,7%,-73%[inhibitor],1,-9%,-2%,13
Cc1ccccc1C(=O)Nc1ccc(S(=O)(=O)N2CCOCC2)cc1,-2.0,i,13%,i,0,-10%,-1%,-9
COC(=O)CCN(C)CCC(=O)OC,-2.3,i,7%,?,-3,-5%,-1%,?
CCCCN(C(=O)CN1C(=O)C2CC=CCC2C1=O)c1c(N)n(CCC)c(=O)[nH]c1=O (centres undefined),-0.6,.,-5%,i,1,7%,-2%,0

# Compounds from the list above containing an NH in an aromatic ring:
SMILES,CCT chaperon mod,pAkt inh,EPAC2 ag,PTHR1 ag,D3 ag,EPAC2 antagonist,MmCpn inh,D3 antag
O=C(NCCCN1CCOCC1)c1ccc2c(=O)n(Cc3ccccc3)c(=S)[nH]c2c1,0.1,i,3%,i,-14,-12%,0%,-6
CC(C)(C)OC(=O)NCCCCCNC(=O)c1[nH]cnc1C(=O)N[C@@H](Cc1ccccc1)C(=O)OCc1ccccc1,-0.1,i,1%,-16%,6,?,.,5
O=C(OCC(=O)N1CCCCCC1)c1ccc[nH]c1=O,0.2,i,2%,-25%,-16,9%,2%,2
O=c1ccc(Br)c[nH]1,-1.8,i,-1%,i,-5,13%,-2%,0
N#Cc1c(C(F)(F)F)cc(-c2ccccc2)[nH]c1=O,-0.1,i,4%,i,2,6%,1%,18
CCN(C(=O)CN1CCCCC1C)c1c(N)n(Cc2ccccc2)c(=O)[nH]c1=O (centres undefined),-1.4,i,4%,i,-7,5%,1%,1
CCCCCn1nc(C)c2c(C)cc(=O)[nH]c21,-2.0,i,13%,i,-1,-17%,0%,14
CCCCN(C(=O)CN1C(=O)C2CC=CCC2C1=O)c1c(N)n(CCC)c(=O)[nH]c1=O (centres undefined),-0.6,.,-5%,i,1,7%,-2%,0
